Source: PubChem
KCNH2 3.1 inh – blocks the human KCNH2 3.1 channel isoform | activity change, % (tested at about 1.8 µM) | U2OS KCNH2 3.1, thallium flux FluxOr; hits give low values | 340,000 tested, 0.95% active | AID 720553;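 active = maximum activity change below -70%; inconclusive = maximum activity change from -70% to -50%; inactive = maximum activity change above -50%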;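 also: thallium influx rate constant from kinetic fluorescence after stimulation buffer; % is scaled to controls: 0 for no effect and ±100 for the full control effect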
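Channel expression came from 3.1 mutant virus (1.77 x 10^8 /mL) applied to suspended U2OS cells for 4 h. Flux was tracked with FluxOr dye plus Red40 quencher, and kinetic rate constants normalized to controls.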
uPA surface inh – inhibitors of cell surface uPA generation | cell surface uPA generation assay, qHTS | Potency, µM (series often up to 38.3 µM), inactives show top-dose activity change, negative = inhibition, actives largely listed as inhibitors | 330,000 tested, 0.31% active; active = well fitted inhibition curve with a large enough effect; inconclusive = small, poorly fitted or top-dose-only effect; inactive = no such curve, though single readings can be large or run the other way; tested in mouse RAW 264.7 cells; also: potency is read from the fitted curve at half-maximal effect; % is scaled to controls: 0 for no effect and ±100 for the full control effect; nearly all actives have a fitted effect of over 55% in size
Giardia killer – Giardia lamblia killing; Giardia lamblia trophozoite viability; activity change, % at 7.66 µM, hits read low; 340,000 tested, 0.15% active; AID 540267; in the data active = activity change below about -80%; inconclusive = between about -30% and that limit;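 also: parasites exposed to compound for two days anaerobically before the ATP read; % is scaled to controls: 0 for no effect and ±100 for the full control effect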
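Media and compound were dispensed first, then trophozoites at 100 cells/well; plates sat 48 hrs at 37 deg C without oxygen before ATP luminescence reagent was added and read after 15-30 min at room temperature.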
VP16 counter – Gal4-VP16 reporter inhibition counter-screen; 310,000 tested, 3.5% active; AID 2546; Drosophila S2 Gal4-VP16 UAS-luciferase, luminescence, 20 h; Potency, µM (highest dose often 53.6 µM), without a hit: at the highest dose activity, negative = inhibition, hits mostly inhibitors;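 also: Gal4-VP16 expression switched on by copper sulfate through the metallothionein promoter; potency is read from the fitted curve at half-maximal effect; % is scaled to controls: 0 for no effect and ±100 for the full control effect; nearly all actives have a fitted effect of over 50% in size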
NPC1 promoter act – NPC1 promoter activation. Huh7 NPC1 promoter luciferase reporter, 24 h. Potency, µM (titrated, usually from 9.22 µM), for the others: top-dose activation, most hits filed as activators. 320,000 tested, 2.4% active. AID 485313;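 also: potency is read from the fitted curve at half-maximal effect; % of control where 0% means no effect; nearly all actives have a fitted effect of over 60% in size; reporter is driven by a mutant NPC1 promoter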
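Compounds in DMSO were transferred onto Huh7 NPC1-luciferase reporter cells pre-incubated 2 h; after 24 h at 37 °C, Amplite reagent was dispensed and luminescence recorded 10 min later.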
Tb PFK block – T. brucei PFK enzyme inhibition; T. brucei PFK, ADP-Glo luminescence; Potency, µM (titrated, usually from 57.5 µM), for inactives: at the top dose activity, negative = inhibition, usual class: inhibitors; 330,000 tested, 0.17% active;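 also: potency is read from the fitted curve at half-maximal effect; 0% = uninhibited 1x PFK enzyme wells and -100% = no-enzyme wells; nearly all actives have a fitted effect of over 60% in size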
Target sequence (O15648 whole entry, looked up): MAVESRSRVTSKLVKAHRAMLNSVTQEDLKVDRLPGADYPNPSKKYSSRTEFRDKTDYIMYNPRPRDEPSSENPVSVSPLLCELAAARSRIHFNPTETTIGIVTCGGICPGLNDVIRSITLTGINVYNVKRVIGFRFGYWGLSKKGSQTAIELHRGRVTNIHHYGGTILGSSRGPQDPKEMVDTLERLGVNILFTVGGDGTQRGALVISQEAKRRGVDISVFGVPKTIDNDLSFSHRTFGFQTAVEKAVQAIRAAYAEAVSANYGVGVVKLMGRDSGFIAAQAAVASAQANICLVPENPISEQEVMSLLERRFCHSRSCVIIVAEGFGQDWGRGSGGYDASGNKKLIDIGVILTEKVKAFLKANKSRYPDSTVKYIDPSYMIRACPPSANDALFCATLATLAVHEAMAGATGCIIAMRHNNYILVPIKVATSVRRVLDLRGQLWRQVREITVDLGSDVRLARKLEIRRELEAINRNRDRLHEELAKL
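ADP-Glo luminescence quantified ADP after 45 min at room temperature, with 1.25 nM T. brucei PFK, 0.1 mM ATP and 0.5 mM fructose-6-phosphate in pH 8.0 TEA buffer. qHTS titrations up to 57 µM; curves classified by quality.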
FLuc modulator – firefly luciferase modulation, counter-screen for miR-21 project. P08659. Potency, µM (doses to about 57.5 µM), for inactives: top-dose activity change, negative = inhibition, actives largely listed as inhibitors. 360,000 tested, 6.9% active. purified FLuc, Km substrates, luminescence inhibition. AID 588342;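 also: potency is read from the fitted curve at half-maximal effect; plate controls were vehicle for no effect and reference inhibitor for full effect; nearly all actives have a fitted effect of over 55% in size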
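Biochemical qHTS of compounds, final roughly 60 µM downward over six points, against 10 nM purified firefly luciferase using Km concentrations of substrates (10 uM D-luciferin, 10 uM ATP) in Tris acetate pH 7.5 buffer; luminescence output.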
FBPA coupling cs – inhibits coupling enzyme system, counter-screen for aldolase hits; coupling enzyme system counterscreen, AmpLite Red fluorescence; activity change, negative = inhibition, % at 58.2 µM, hits read low; 290,000 tested, 0.67% active; in the data active = activity change below about -30%; also: % is scaled to controls: 0 for no effect and ±100 for the full control effect
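Fluorescence at 525 nm excitation and 598 nm emission measured inhibition of the coupled detection system without aldolase. Compounds (at 57.5 uM final) were preincubated 10 min at room temperature with coupling enzyme reagent before a 20 min substrate/AmpLite Red step.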
RORg inh – inhibitors of mouse ROR gamma transcriptional activity. Drosophila S2 Gal4-RORgamma UAS-luciferase reporter, 20 h. Potency, µM (doses to about 53.6 µM), for the others: top-dose activity change, negative = inhibition, actives largely listed as inhibitors. 310,000 tested, 5.4% active; also: potency is read from the fitted curve at half-maximal effect; % is scaled to controls: 0 for no effect and ±100 for the full control effect; nearly all actives have a fitted effect of over 60% in size
Target sequence (P51450 whole entry, looked up, the tested form may be a part): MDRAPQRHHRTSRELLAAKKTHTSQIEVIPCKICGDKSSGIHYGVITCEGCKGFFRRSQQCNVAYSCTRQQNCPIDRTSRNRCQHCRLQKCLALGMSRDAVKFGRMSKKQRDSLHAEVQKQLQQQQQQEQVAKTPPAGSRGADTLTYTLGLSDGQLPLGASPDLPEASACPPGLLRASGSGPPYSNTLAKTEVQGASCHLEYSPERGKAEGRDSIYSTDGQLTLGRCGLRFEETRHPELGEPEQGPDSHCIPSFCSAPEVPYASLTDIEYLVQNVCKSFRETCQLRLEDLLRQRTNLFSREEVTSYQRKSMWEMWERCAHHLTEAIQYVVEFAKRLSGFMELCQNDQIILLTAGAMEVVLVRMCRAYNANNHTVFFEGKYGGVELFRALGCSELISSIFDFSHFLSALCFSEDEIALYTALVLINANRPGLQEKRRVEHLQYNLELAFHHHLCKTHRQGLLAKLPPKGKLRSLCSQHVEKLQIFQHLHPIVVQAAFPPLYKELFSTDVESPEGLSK
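Stable Schneider cell line, Gal4 DNA-binding domain fused to ROR gamma, UAS-luciferase. Cmpd 1 hr RT → CuSO4 700 uM final → 20 hr RT → luciferase reagent 10 min → luminescence.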
Rab9 promoter act – Rab9 promoter activation; Huh7 Rab9 promoter-luciferase reporter, luminescence, 24 h; Potency, µM (titrated, usually from 9.22 µM), for inactives: top-dose activation, negative = inhibition, usual class: activators; 320,000 tested, 2.8% active; AID 485297; also: potency is read from the fitted curve at half-maximal effect; % of control where 0% means no effect; nearly all actives have a fitted effect of over 60% in size
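Luminescence from Amplite-detected luciferase (10 minutes, ambient) reports Rab9 promoter activation. Before that, stable Rab9-luciferase Huh7 cells (1500/well, reduced-serum OP-MEM I plus 10% FBS) were exposed to compound for 24 hours at 37C.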
ELG1 genotoxic – inducers of genotoxicity in HEK293T ELG1-luciferase cells; HEK293T ELG1-luciferase reporter, luminescence, 16 h; 330,000 tested, 1.3% active; Potency, µM (highest dose often 46 µM), for the others: at the top dose activity change, positive = activation, actives largely listed as activators; AID 504466; also: potency is read from the fitted curve at half-maximal effect; % of control where 0% means no effect; nearly all actives have a fitted effect of over 60% in size
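16 hr compound incubation (37 °C, 5% CO2) of HEK293T cells carrying luciferase-tagged ELG1; luciferase then measured by ONE-Glo luminescence after 30 min at RT.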
Starred values were filed as active, the others as inactive; ? = inconclusive; nt = no result given; & = joins results of further samples; [ ] = remark or other dose. Unless noted, calls follow the shape of the dose curve; as a rule, active = well fitted curve in the direction sought with a large enough effect; inconclusive = small, poorly fitted or top-dose-only effect, or another doubt; inactive = no such curve, though single readings can be large; an effect the other way counts as inactive or inconclusive.

SMILES	KCNH2 3.1 inh	uPA surface inh	Giardia killer	VP16 counter	NPC1 promoter act	Tb PFK block	FLuc modulator	FBPA coupling cs	RORg inh	Rab9 promoter act	ELG1 genotoxic
CC(C)(C)N(CC#CCC(O)(c1ccccc1)c1ccccc1)CCO	4	5%	-25	1%	0%	-3%	-2%	0	-2%	-2%	-1%
Cn1cc([N+](=O)[O-])c(C(=O)Nc2ccn(C34CC5CC(CC(C5)C3)C4)n2)n1	-3	1%	0	-5%	-2%	-2%	?	0	5%	-11%	2%
COc1ccc(NC2CCCN(C(=O)c3cccnc3)C2)cc1 (centres undefined)	-20	-3%	8	-11%	0%	0%	-2%	nt	-1%	0%	4%
Cc1nnsc1C(=O)NNS(=O)(=O)c1cc(C(F)(F)F)cc(C(F)(F)F)c1	9	2%	-10	19%	-6%	0%	3%	8	11µM*	-1%	-2%
COC(=O)c1c(-c2ccc(C(C)(C)C)cc2)csc1NC(=O)C1C2CCC(O2)C1C(=O)O (centres undefined)	-4	-1%	-9	-5%	0%	-26%	?	9	?	-2%	0%
COc1ccc(/C=N/N(c2ccccc2)c2ccccc2)cc1O	-2	3%	10	-24%	-3%	6%	?	nt	45%	-4%	4%
COCCCNC(=S)Nc1ccccc1C	-14	5%	-3	-24%	2%	0%	-1%	3	?	2%	0%
O=C1C2C3C=CC(C3=C3CCCCC3)C2C(=O)N1c1ccccc1 (centres undefined)	-6	8%	-2	2%	1%	-1%	1%	3	13µM*	-5%	-15%
Cn1c(=O)c2c(ncn2CC(=O)NC[C@H]2O[C@@H](n3cnc4c(N)ncnc43)[C@H](O)[C@@H]2O)n(C)c1=O	3	-1%	-16	nt	nt	4%	nt	nt	nt	nt	11%
Cc1cccc(C(=O)NNC(=O)c2ccco2)c1	-1	2%	5	3%	-3%	-3%	-3%	2	20%	3%	5%
CN(C)C1=NCCN1CC1CCCCC1	-3	-2%	-7	nt	-3%	-9%	5%	nt	nt	-5%	3%
C=CCn1c(=O)c(C(=O)Nc2ccccc2C)c(O)c2ccccc21	2	1%	18	22%	4µM*	-1%	?	-9	6%	4µM*	?
N#Cc1ccc(CSc2nnc(-c3ccccn3)n2-c2ccccc2)cc1	-2	4%	-4	-15%	-1%	-7%	8%	5	19%	-4%	-1%
Cc1ccc(S(=O)(=O)N(C)C)cc1NC(=S)NNC(=O)C1CC1	5	0%	-9	-13%	-4%	2%	3%	8	21%	8%	0%
COc1ccc(CN2C3CCCC2CC(NC(=O)Nc2ccccc2C)C3)cc1 (centres undefined)	-15	0%	25	-20%	0%	3%	4%	1	0%	-2%	2%
CSc1nc(N2CCOCC2)c2c3c(sc2n1)CCCC3	1	-4%	-24	-2%	-1%	4%	-1%	3	-21%	0%	0%
Cc1nc2c(c(N3CCOCC3)n1)OCC(=O)N2	-1	-11%	-23	0%	-1%	-1%	-2%	2	20%	3%	14%
O=C(CCN1CCOCC1)Nc1ccc2c(c1)N(C(=O)CN1CCOCC1)c1ccccc1CC2	-1	-7%	-2	-7%	1%	2%	0%	-11	-30%	-5%	0%
CC(C)NC(=O)c1ccc(S(=O)(=O)N(C)C)cc1	1	3%	3	1%	-3%	-1%	-1%	2	10%	-3%	1%
Cc1nn(CCCC(=O)Nc2cc(Oc3ccc(F)cc3)cc([N+](=O)[O-])c2)c(C)c1[N+](=O)[O-]	-33	-6%	2	10µM*	-6%	6%	6%	-3	?	-5%	-5%
O=C(NCC1CCCO1)C1CC(c2ccc(Cl)c(Cl)c2)=NO1 (centres undefined)	-4	1%	-1	26%	3%	14%	-1%	4	37%	15%	6%
O=C(NCCN1C(=O)S/C(=C\c2ccc(F)cc2)C1=O)C1CCN(S(=O)(=O)c2cccs2)CC1	-14	8%	-10	?	-1%	0%	-2%	1	?	-1%	5%
CNC(=O)NC(=O)C(C)OC(=O)c1ccc(Cl)c(S(=O)(=O)Nc2ccc(F)cc2)c1 (centres undefined)	-4	2%	1	2%	-2%	-2%	1%	-2	3%	3%	0%
Cc1nn(C)c(C)c1CS(=O)(=O)c1ccccc1	-7	0%	-13	12%	-3%	-4%	-1%	0	-2%	0%	1%
Cc1nc2ccccc2c2oc(C(=O)N3CCc4ccccc43)cc12	nt	nt	nt	-10%	-3%	0%	1%	3	-8%	-3%	2%

Nine structures from above, ordered by length of the SMILES, smallest number first.
SMILES	KCNH2 3.1 inh	uPA surface inh	Giardia killer	VP16 counter	NPC1 promoter act	Tb PFK block	FLuc modulator	FBPA coupling cs	RORg inh	Rab9 promoter act	ELG1 genotoxic
COc1ccc(/C=N/N(c2ccccc2)c2ccccc2)cc1O	-2	3%	10	-24%	-3%	6%	?	nt	45%	-4%	4%
CC(C)(C)N(CC#CCC(O)(c1ccccc1)c1ccccc1)CCO	4	5%	-25	1%	0%	-3%	-2%	0	-2%	-2%	-1%
N#Cc1ccc(CSc2nnc(-c3ccccn3)n2-c2ccccc2)cc1	-2	4%	-4	-15%	-1%	-7%	8%	5	19%	-4%	-1%
Cc1ccc(S(=O)(=O)N(C)C)cc1NC(=S)NNC(=O)C1CC1	5	0%	-9	-13%	-4%	2%	3%	8	21%	8%	0%
Cc1nnsc1C(=O)NNS(=O)(=O)c1cc(C(F)(F)F)cc(C(F)(F)F)c1	9	2%	-10	19%	-6%	0%	3%	8	11µM*	-1%	-2%
O=C(CCN1CCOCC1)Nc1ccc2c(c1)N(C(=O)CN1CCOCC1)c1ccccc1CC2	-1	-7%	-2	-7%	1%	2%	0%	-11	-30%	-5%	0%
CNC(=O)NC(=O)C(C)OC(=O)c1ccc(Cl)c(S(=O)(=O)Nc2ccc(F)cc2)c1 (centres undefined)	-4	2%	1	2%	-2%	-2%	1%	-2	3%	3%	0%
O=C(NCCN1C(=O)S/C(=C\c2ccc(F)cc2)C1=O)C1CCN(S(=O)(=O)c2cccs2)CC1	-14	8%	-10	?	-1%	0%	-2%	1	?	-1%	5%
Cn1c(=O)c2c(ncn2CC(=O)NC[C@H]2O[C@@H](n3cnc4c(N)ncnc43)[C@H](O)[C@@H]2O)n(C)c1=O	3	-1%	-16	nt	nt	4%	nt	nt	nt	nt	11%

Later entries.
SMILES	KCNH2 3.1 inh	uPA surface inh	Giardia killer	VP16 counter	NPC1 promoter act	Tb PFK block	FLuc modulator	FBPA coupling cs	RORg inh	Rab9 promoter act	ELG1 genotoxic
COc1cc(-c2nnn(Cc3ccccc3C)n2)cc(OC)c1OC	8	3%	-8	-1%	-5%	2%	1%	0	6%	4%	6%
COc1cc(OC)cc(-c2sc3ccc(OC)cc3c2C#CC(C)(C)O)c1	20	14%	-24	nt	5%	1%	-14%	nt	nt	-6%	-2%
O=c1[nH]c2c(s1)C(c1ccco1)C1C3CCC(C3)C1S2 (centres undefined)	-3	2%	-5	?	3%	1%	0%	-44*	-30%	12%[1.84 µM]	-6%
COc1ccc(C(=O)NCC(=O)OCC(=O)Nc2sccc2C#N)cc1OC	2	-1%	15	-12%	-1%	9%	?	-3	27%	15%	?
COC(=O)[C@@]12CCCN1[C@H](c1ccc(-c3ccc(F)cc3)cc1)[C@H]1C(=O)N(C)C(=O)[C@H]12	-4	3%	10	nt	-3%	5%	3%	nt	nt	-1%	-3%
O=C(c1cccs1)N1CCCC1	4	1%	2	1%	-3%	6%	9%	1	-13%	2%	2%
COc1ccc(N2CCN(C(=O)c3cc4c(=O)n(Cc5ccccc5)ccc4nc3C)CC2)cc1	14	-23%	-30	0%	2%	-6%	-1%&2%	5	44%	3%	-1%
CC1(C)C(=O)Nc2ccccc2N1C(=O)CSc1nc(-c2ccccc2)cs1	1	6%	14	-10%	1%	?	-11%	1	18%	-7%	-3%
Cc1cc(C(=O)NNC(=O)CCN2CCN(c3ccccc3)CC2)c2ccccc2n1	9	4%	-9	0%	-1%	3%	-3%	-1	3%	0%	-3%
CCOc1ccc2nc(SCc3ccc(OC)cc3)sc2c1	-8	7%	2	6%	6%	5%	13µM*	1	30%	8%	1%
COc1ccc(Sc2ncnc3onc(C)c23)cc1	19	-5%	-16	?	1%	2%	-2%	0	?	2%	-14%
